AGP1 TOR yeast = yeast TOR pathway AGP1-GFP modulation; S. cerevisiae AGP1-GFP multiplex flow cytometry, 3 h; GFP as percent of DMSO wells; GFP response vs DMSO, % at 10 µM; 320,000 compounds, 0.02% hits; AID 2066;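 active = GFP response relative to DMSO above a set limit, near screen average plus 3 SD, cut at about 150% in these data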;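 note: median GFP channel fluorescence of the gated AGP1 strain per well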
Fam108B counter = blocks mouse Fam108B hydrolase in RBBP9 counter-screen; recombinant Fam108B, FP-Rh probe fluorescence polarization; inhibition, % at 9.51 µM; 300,000 compounds, 0.33% hits; AID 1947;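 active = inhibition above the screen mean inhibition plus 3 SD, computed separately per campaign, cut at about 18% in these data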;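 note: inhibitors lower polarization as less probe binds the enzyme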
MCL1-BIM inh = inhibitors of human MCL1 binding to BIM-BH3 peptide | GST-MCL1 / FITC-Bim-BH3 fluorescence polarization | inhibition, % at 10.9 µM | 320,000 compounds, 0.68% hits | AID 2057;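 active = inhibition above the mean inhibition of all tested compounds plus 3 SD, set per campaign, cut at about 40% in these data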;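 note: 0% = DMSO wells and 100% = unlabeled Bim-BH3 peptide control; higher means more loss of mP so more displacement of Bim peptide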
VLA-4 inh = inhibition in a human VLA-4 binding assay; P13612; VLA-4 expressing cells, ligand binding flow cytometry; inhibition, % (about 7 µM as worked out from the volumes in the protocol); 330,000 compounds, 0.2% hits; AID 2557; in the data active = inhibition above about 50%
Bcl-xL primary = inhibitors of human Bcl-xL. GST-Bcl-xL / FITC-Bim BH3 peptide fluorescence polarization. Q07817. inhibition, % at 10.9 µM. 320,000 compounds, 0.7% hits. AID 2129;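 active = inhibition above the mean of all tested compounds plus 3 SD, cutoff set per campaign, cut at about 30% in these data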;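 note: 0% = DMSO wells and 100% = unlabeled Bim-BH3 peptide competitor; inhibitors lower millipolarization by displacing the labeled peptide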
CIT2 TOR yeast = alters CIT2-GFP fluorescence in TOR pathway yeast screen; S. cerevisiae CIT2-GFP strain, flow cytometry, 3 h; 100 means same as DMSO wells; GFP response vs DMSO, % at 10 µM; 320,000 compounds, 0.065% hits;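 active = GFP response relative to DMSO above a set limit, near the screen mean plus 3 SD, cut at about 150% in these data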;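 note: ratio of well median GFP fluorescence to mean of DMSO wells on the plate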
GRK2 inh = human GRK2 inhibition via aptamer displacement. bead flow cytometry, FAM-aptamer displacement from GRK2. inhibition of aptamer binding, % at 10 µM. 330,000 compounds, 0.59% hits;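 active = inhibition of aptamer binding above 40%, roughly 3 SD of noise, on plates passing a quality check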;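 note: median bead fluorescence of bound FAM aptamer so fluorescent compounds give negative values; no value below 0 was filed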
MEX-5 binding = C. elegans MEX-5 TCR-2 RNA binding activity | MEX-5/FITC-TCR2 RNA binding, fluorescence polarization; stronger effect = lower value | activity score (negative = inhibition of binding), % at 10 µM | 300,000 compounds, 0.38% hits | AID 1832;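 active = inhibition past about -25% in most replicates, and total fluorescence under double the plate's negative control median, limit read from the data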;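 note: 0% = DMSO and -100% = 5 µM competing unlabeled TCR2 RNA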
Target sequence (Q9XUB2 whole entry, looked up): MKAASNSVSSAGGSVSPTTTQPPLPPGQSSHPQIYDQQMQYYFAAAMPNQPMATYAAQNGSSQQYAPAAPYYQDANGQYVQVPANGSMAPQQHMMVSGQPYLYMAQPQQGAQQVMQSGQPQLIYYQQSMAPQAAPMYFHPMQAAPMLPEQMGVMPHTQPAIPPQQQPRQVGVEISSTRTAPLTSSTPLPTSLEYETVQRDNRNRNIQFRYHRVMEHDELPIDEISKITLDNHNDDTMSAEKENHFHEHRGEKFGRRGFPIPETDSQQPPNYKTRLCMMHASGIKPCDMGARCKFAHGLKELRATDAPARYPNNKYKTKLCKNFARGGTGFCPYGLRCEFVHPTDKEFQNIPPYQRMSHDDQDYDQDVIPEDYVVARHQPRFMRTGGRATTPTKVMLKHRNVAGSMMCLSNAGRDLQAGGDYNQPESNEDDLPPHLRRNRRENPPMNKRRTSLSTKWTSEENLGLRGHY
GLD-1 RNA inh = GLD-1-TGE RNA interaction inhibition (C. elegans); Q17339; purified GLD-1 + fluorescein TGE RNA, fluorescence polarization; 320,000 compounds, 0.44% hits; inhibition, % at 5.96 µM; AID 2280;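 active = percent inhibition above a per-plate cutoff, the plate mean of test compounds plus 3 SD, cut at about 30% in these data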;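 note: 0% = DMSO wells with GLD-1 and probe and 100% = wells lacking GLD-1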
Target sequence (Q17339 whole entry, looked up): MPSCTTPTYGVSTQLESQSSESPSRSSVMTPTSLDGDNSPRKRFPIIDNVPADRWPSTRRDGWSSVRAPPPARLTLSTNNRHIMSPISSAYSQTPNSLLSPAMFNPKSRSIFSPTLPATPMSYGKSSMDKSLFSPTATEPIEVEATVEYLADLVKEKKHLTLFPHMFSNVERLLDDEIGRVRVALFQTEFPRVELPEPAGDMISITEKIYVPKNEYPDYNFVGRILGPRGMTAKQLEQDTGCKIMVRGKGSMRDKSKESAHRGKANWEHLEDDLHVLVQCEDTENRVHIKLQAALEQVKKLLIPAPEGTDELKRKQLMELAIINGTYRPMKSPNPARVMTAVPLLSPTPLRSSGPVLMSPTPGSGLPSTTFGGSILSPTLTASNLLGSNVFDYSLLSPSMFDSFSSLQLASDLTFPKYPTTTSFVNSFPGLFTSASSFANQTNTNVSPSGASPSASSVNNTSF
* marks the source's active call; other numbers are inactive results; x = not tested or not shown.

SMILES	AGP1 TOR yeast	Fam108B counter	MCL1-BIM inh	VLA-4 inh	Bcl-xL primary	CIT2 TOR yeast	GRK2 inh	MEX-5 binding	GLD-1 RNA inh
CC(/C=N/NC(=O)c1ccncc1)=C\c1ccco1	91.2	-1.6	5.6	2.6	8.3	82.0	0.0	-2.7	10.7
CCC(=O)Nc1ccc(NC(=O)C23CC4CC(CC(C4)C2)C3)cn1	97.8	-0.4	7.0	-2.3	2.2	97.0	0.0	-0.9	0.1
COc1ccc(NC(=O)Nc2nnc(N3CCCCC3C)s2)cc1OC (centres undefined)	102.3	4.5	-0.8	26.8	0.5	98.6	2.0	0.4	3.6
CC1(C)Cc2c(c(N3CCOCC3)nc3sc4c(=O)[nH]cnc4c23)CS1	98.6	2.5	14.8	-8.9	9.3	97.7	0.0	1.7	7.7
O=C(Nc1ccc2c(c1)OCO2)C1CCCCC1	91.3	-0.1	6.3	10.2	6.5	104.2	5.0	0.2	4.5
CCN(CC)CC(=O)Nc1ccccc1SCC(=O)Nc1ccsc1C(=O)OC	102.8	-1.3	1.0	14.1	-1.5	101.1	3.0	-1.4	1.2
Cc1cc(C)nc(NC(=O)c2cc([N+](=O)[O-])cc([N+](=O)[O-])c2)n1	93.7	1.7	4.4	0.0	5.3	92.9	3.0	0.6	-6.1
N/C(=N\N=C\c1ccc([N+](=O)[O-])cc1)c1nonc1N	114.8	3.9	3.1	2.7	0.0	101.4	1.0	1.8	-0.8
Cc1ccc(N2C(=O)c3cccc4c(Oc5ccccc5[N+](=O)[O-])ccc(c34)C2=O)c(C)c1	98.3	-4.9	6.4	6.7	15.0	95.4	8.0	1.5	2.7
O=C(Nc1cccc(Cl)c1)OCc1cnc(Cl)s1	82.4	8.0	-4.0	2.1	-1.7	78.2	0.0	0.3	3.9
Cc1cc(C)c2c(=O)n(CC(=O)NCCCN3CCOCC3)sc2n1	106.5	-0.4	4.4	35.1	1.8	95.0	0.0	2.7	5.8
Cc1ccccc1S(=O)(=O)Cc1ccc(C(=O)N2CCN(C3CCCCC3)CC2)o1	101.8	0.7	2.3	-5.7	4.0	99.0	0.0	-0.7	0.9
O=C1CC(c2ccc(Cl)cc2)SC(N(c2ccccc2)c2ccccc2)=N1 (centres undefined)	105.6	-6.9	-0.7	9.9	6.1	108.6	4.0	0.5	-0.4
CC1CCCCN1c1cc(C#N)c(C#N)cc1[N+](=O)[O-] (centres undefined)	92.8	9.9	0.2	-10.1	0.9	97.5	0.0	1.2	-9.4
Cc1cc(C)cc(CC2CC(=O)N(c3ccc4c(c3)OCCO4)C2=O)c1 (centres undefined)	99.4	5.8	3.1	6.5	0.7	97.7	2.0	-0.1	2.4
CN(CC(=O)N1CCN(Cc2ccccc2)CC1)S(=O)(=O)c1ccc(Br)cc1	102.0	-0.2	7.1	-10.9	2.4	108.6	0.0	2.6	1.6
CCOC(=O)C1CCCN(CCc2ccccc2)C1 (centres undefined)	104.5	x	x	-2.7	x	108.5	2.0	-1.4	x
O=C1/C(=C/c2ccncc2)CCc2ccccc21	104.8	-1.7	-3.7	21.2	-0.3	96.2	0.0	-1.5	-2.4
CCOCCc1nnc(NC(=O)CS(=O)(=O)c2ccc(C)cc2)s1	102.7	1.8	7.5	18.6	10.0	104.4	1.0	-1.2	3.4
CCC(CC)c1nnc(NC(=O)c2c(C)nn(Cc3ccccc3Cl)c2C)s1	95.6	-5.0	5.9	-8.3	6.2	89.2	6.0	-1.1	6.1
O=C(Cn1c(=O)n(CCCCC(=O)NC2CCCC2)c(=O)c2ccccc21)NCCC1=CCCCC1	98.1	0.7	1.6	-6.4	0.0	97.6	3.0	0.2	3.9
CC1CC(C)CN(C2CCN(Cc3cccnc3)CC2)C1 (centres undefined)	98.0	-9.2	6.6	8.5	4.5	95.6	0.0	0.8	1.2
O=C(NCCCN1CCOCC1)c1ccc(NS(=O)(=O)c2cccc([N+](=O)[O-])c2)cc1	95.4	7.2	-1.8	3.3	4.8	94.8	3.0	0.5	4.4
Cc1ccc(Nc2cc(C)nc3ncnn23)cc1	93.5	4.2	1.8	0.2	2.4	98.2	0.0	-0.5	1.7
c1cncc(-c2nnc(C3CCCCC3)o2)c1	113.4	2.5	3.5	4.9	4.2	100.6	0.0	-2.5	1.7

An excerpt from above, showing only VLA-4 inh, CIT2 TOR yeast and MCL1-BIM inh:
| SMILES | VLA-4 inh | CIT2 TOR yeast | MCL1-BIM inh |
| --- | --- | --- | --- |
| CN(CC(=O)N1CCN(Cc2ccccc2)CC1)S(=O)(=O)c1ccc(Br)cc1 | -10.9 | 108.6 | 7.1 |
| CCOC(=O)C1CCCN(CCc2ccccc2)C1 (centres undefined) | -2.7 | 108.5 | x |
| O=C1/C(=C/c2ccncc2)CCc2ccccc21 | 21.2 | 96.2 | -3.7 |

(cont.)
SMILES	AGP1 TOR yeast	Fam108B counter	MCL1-BIM inh	VLA-4 inh	Bcl-xL primary	CIT2 TOR yeast	GRK2 inh	MEX-5 binding	GLD-1 RNA inh
CC(C)c1ccc(NC2CCCN(C(=O)c3n[nH]c4c3CCC4)C2)cc1 (centres undefined)	103.3	6.3	6.8	10.0	4.4	105.8	0.0	2.9	3.5
O=C(CCN1c2ccccc2Sc2ccccc21)OCc1nnc(-c2ccccc2)o1	104.0	5.7	1.7	16.9	8.5	99.5	3.0	3.3	1.4
Cc1nc(CSc2nnc3scc(-c4ccc(Cl)cc4)n23)cs1	99.6	0.5	-6.9	4.2	-4.6	93.3	1.0	-2.9	-2.8
CCOC(=O)c1[nH]c(C)c(/C(O)=C2\C(=O)C(=O)N(CCN(C)C)C2c2cccc(OC)c2OC)c1C (centres undefined)	109.8	-1.0	-2.7	-3.6	-2.4	108.2	1.0	-2.3	-2.2
CCCCNCCOCCOc1ccc(C)cc1Br	99.6	3.5	4.0	1.8	1.3	104.3	3.0	-1.6	7.7
O=C(NC(=S)NCC1COc2ccccc2O1)c1ccccc1 (centres undefined)	97.5	-2.3	11.8	4.7	6.1	93.9	0.0	2.0	7.2
Cc1nc(-n2[nH]c3c(c2=O)CCCC3)[nH]c(=O)c1Cc1ccccc1	98.5	-4.9	-120.6	-5.8	-67.6	94.6	0.0	-4.4	-71.8
COc1ccccc1OCc1cc(C(=O)NCc2ccc(N3CCCC3=O)cc2)no1	101.4	3.4	3.6	3.3	-3.2	96.3	1.0	5.5	-9.1
Nc1cc(N)nc(CS)n1	99.3	0.5	-1.8	-19.0	0.4	87.7	1.0	0.8	-3.1
S=c1nc(NCCc2ccccc2Cl)c2ccccc2[nH]1	84.1	x	x	26.2	x	87.8	0.0	-1.4	x
O=C(CN1C(=O)c2ccc([N+](=O)[O-])cc2C1=O)Nc1ccccc1N1CCCC1	94.3	-2.2	1.5	-4.7	0.2	90.1	3.0	1.8	6.0
COc1ccc(NC(=O)NCc2ccncc2)c(OC)c1	102.2	-0.7	-0.8	4.3	1.3	102.7	0.0	0.2	0.8
Cc1cccc(-c2sc(Nc3ccccc3)n[n+]2-c2ccc(F)cc2)c1	82.8	0.2	0.6	8.0	-4.0	65.6	1.0	-1.3	2.3
O=C(Cc1n[nH]c(=O)c2ccccc12)Nc1cc(Cl)ccc1-n1cncn1	97.3	2.1	2.0	7.0	3.9	95.1	2.0	2.6	8.8
Cc1cc(Cl)cc(Cl)c1OCCOCCN(C)C	97.1	4.2	1.9	8.0	4.9	102.4	0.0	-0.6	0.0
COc1ccc(CN2CCCC(N3CCc4ccccc4C3)C2)c(O)c1 (centres undefined)	97.6	0.0	-2.7	-1.4	-3.1	98.8	0.0	2.7	3.1
CCO[C@H]1OC(C(=O)N2CCCCCCC2)=C[C@@H](c2coc3ccccc3c2=O)[C@@H]1CCCO	109.1	2.3	-5.9	0.5	-1.0	100.6	2.0	0.5	-0.2
COc1ccc(S(=O)(=O)N2CCOC2CNC(=O)C(=O)NCCc2ccccc2OC)cc1 (centres undefined)	102.1	3.7	-3.7	-13.8	0.4	94.8	1.0	0.1	1.3
N/C(=N\OC(=O)Cc1ccccc1)c1ccc([N+](=O)[O-])cc1	95.8	3.4	4.0	-6.9	2.8	104.0	1.0	1.6	4.8
CCC(C(=O)OCC(=O)Nc1cc(C)ccc1OC)c1ccccc1 (centres undefined)	90.3	-2.1	2.6	1.3	1.2	87.0	0.0	0.1	7.1
COc1ccc(C(=O)NCC(=O)N2CCN(C(=O)c3ccco3)CC2)cc1	103.2	1.5	-1.0	-3.8	0.6	100.6	3.0	-2.4	-0.8
O=[N+]([O-])c1ccc(S(=O)(=O)N2CCN(c3ccnc4cc(Cl)ccc34)CC2)cc1	106.1	-2.2	-4.9	3.1	0.4	98.5	12.0	-1.9	1.2
COc1ccc(S(=O)(=O)N2CCN(CCOc3ccccc3Cl)CC2)cc1OC	90.9	x	5.2	3.1	5.3	87.7	0.0	x	1.7
O=C1CN(C(=O)COC(=O)c2ccc([N+](=O)[O-])o2)c2ccccc2N1	102.7	x	5.9	-24.7	2.0	104.2	2.0	x	-4.1
CCC(C)[C@H](NC(=O)OC(C)(C)C)C(=O)N/N=C/C1=Cc2ccccc2OC1 (some centres undefined)	106.7	-0.7	3.6	1.7	2.7	x	0.0	2.2	6.3
The list goes on.
SMILES	AGP1 TOR yeast	Fam108B counter	MCL1-BIM inh	VLA-4 inh	Bcl-xL primary	CIT2 TOR yeast	GRK2 inh	MEX-5 binding	GLD-1 RNA inh
Clc1ccccc1C1=Nn2c(nnc2-c2ccncc2)SC1	103.8	3.6	2.5	-33.6	4.5	113.2	4.0	3.9	1.7
CCCCCCCCOC(=O)c1nc(Cl)c(Cl)c(N)c1Cl	96.7	-14.3	-2.9	-7.6	-0.4	88.6	0.0	4.3	6.7
O=C(NC(Cc1ccccc1)c1ccc2c(c1)OCCCO2)c1ccc(F)cc1 (centres undefined)	98.0	-6.7	1.0	5.3	1.6	99.3	3.0	5.6	0.4
CCCC1(C(=O)OC)NC(c2ccc(OC)c(OC)c2)C2C(=O)N(c3cccc(C(C)=O)c3)C(=O)C21 (centres undefined)	102.1	5.7	0.6	3.2	4.7	102.2	0.0	1.2	-3.1
CC(C)(C)OC(=O)NNC1CC(=O)N(c2ccccc2F)C1=O (centres undefined)	101.9	2.3	0.3	19.7	1.1	107.4	0.0	0.6	4.1
O=C(Cn1c(=O)oc2cc(S(=O)(=O)N3CCCC3)ccc21)N1CCCC1	102.2	0.3	2.0	-15.9	2.7	96.8	0.0	-1.7	0.9
COCCNC(=O)Cn1c(=O)n(C)c2ccccc21	112.3	-1.4	1.9	0.7	1.3	112.5	3.0	-4.0	2.9
CCOC(=O)c1ccc(-c2ccc(/C=N/NC(=O)CN(c3cccc(C)c3)S(C)(=O)=O)o2)cc1	103.6	0.9	-3.0	-12.8	2.6	112.8	1.0	-14.2	0.8
CCN(CC)S(=O)(=O)c1ccc(C(=O)NCCc2ccccn2)cc1	92.2	-1.8	0.8	5.3	4.2	101.7	0.0	2.2	-3.8
CCN(CC)C(=O)CSc1nc2ccsc2c(=O)n1CCCC(=O)NCCc1ccc(S(N)(=O)=O)cc1	104.6	2.0	2.3	6.9	0.4	104.9	2.0	-2.5	2.4
Nc1ccc(S(N)(=O)=O)cc1	86.4	-0.6	-1.2	1.1	-1.8	82.0	0.0	-1.6	1.6
CC(C)N1CCC(=NNc2ccc(S(=O)(=O)N3CCOCC3)cc2[N+](=O)[O-])CC1	99.3	-1.0	12.2	-8.3	6.6	107.2	1.0	-2.4	4.1
COC(=O)c1ccccc1S(=O)(=O)N1CCC(C(=O)NC2CCCCC2)CC1	103.0	x	-20.6	-4.0	-6.0	103.1	0.0	x	10.7

Screening results: PubChem, several laboratories
